Screening data: PubChem, National Center for Advancing Translational Sciences (NCATS)
HADH2 inh: HADH2 (human) dehydrogenase inhibition | Q99714 | recombinant HADH2, NADH fluorescence, beta-hydroxybutyryl-CoA | Potency, µM (titrated, usually from 57.1 µM), inactives show at the highest dose activity change, negative = inhibition, actives largely listed as inhibitors | hit rate 3.4% among 73,000; also: potency is read from the fitted curve at half-maximal effect; % is scaled to controls: 0 for no effect and ±100 for the full control effect; nearly all actives have a fitted effect of over 60% in size; many of its hits are not listed in these tables
Target sequence (Q99714 whole entry, looked up, one chain of several): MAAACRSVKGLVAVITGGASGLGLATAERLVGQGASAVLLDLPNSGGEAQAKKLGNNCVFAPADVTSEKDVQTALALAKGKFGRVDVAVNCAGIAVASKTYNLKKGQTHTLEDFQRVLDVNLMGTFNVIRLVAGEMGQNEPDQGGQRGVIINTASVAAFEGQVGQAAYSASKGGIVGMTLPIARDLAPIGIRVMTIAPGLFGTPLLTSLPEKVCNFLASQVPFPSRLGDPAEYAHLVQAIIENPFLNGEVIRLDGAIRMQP
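20 nM HADH2 + cpd, 15 min RT; add 1 mM NAD+/90 uM beta-hydroxybutyryl-CoA; kinetic fluorescence 360/450 nm, 4 min. Tris-HCl pH 9.0, 0.01% Tween-20.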
USP2a inhib: USP2a (human) protease inhibition; O75604; USP2a enzymatic assay, qHTS inhibition; Potency, µM (top dose mostly 38.3 µM), inactives show top-dose activity change, negative = inhibition, most hits filed as inhibitors; hit rate 0.1% among 60,000; AID 927;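 also: potency is read from the fitted curve at half-maximal effect; nearly all actives have a fitted effect of over 60% in size; plate controls were DMSO for no effect and NEM full inhibition control for full effect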
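20 nM USP2 core + cpd, 30 min RT; add 20 nM Ub-PLA2/20 uM NBD C6-HPC; read Ex460/Em535 at 0 h and 2.5 h. Normalized to NEM; qHTS curve fit/classification.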
Tau fil binding: binds recombinant human tau filaments | P10636 | recombinant tau filaments, thioflavin S fluorescence, 15 h; filaments grown with octadecylsulfate alongside compound | Potency, µM (top dose mostly 57.1 µM), for the others: top-dose activity change, negative = inhibition | hit rate 2% among 71,000;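 also: potency is read from the fitted curve at half-maximal effect; % is scaled to controls: 0 for no effect and ±100 for the full control effect; actives lower thioflavin S fluorescence by blocking filaments or displacing dye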
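His-tagged recombinant human tau (exons 2, 3 and 10 included), 1 uM, was induced to fibrillize by 30 uM sodium octadecylsulfate with compound present. After 15 h at 37 C, thioflavine S fluorescence (ex 450, em 510 nm) was read.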
HEK293 cAMP cs: raises cAMP in parental HEK293 cells, TSHR agonist counter-screen; Potency, µM (series often up to 57.1 µM), for inactives: at the highest dose activation, usual class: activators; hit rate 2.5% among 73,000; parental HEK293 CNG cAMP sensor, membrane potential fluorescence; also: potency is read from the fitted curve at half-maximal effect; % of control where 0% means no effect; nearly all actives have a fitted effect of over 55% in size
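Parental HEK 293 cells stably expressing a modified CNG channel (no TSHR) report cAMP rise as membrane depolarization. Membrane potential dye with 100 uM RO 20-1724 was loaded for 60 min at room temperature, then compound added for 30 min; fluorescence read at 590 nm.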
Texas Red fluor: compound fluoresces in the Texas Red spectral region | Compound fluorescence, Texas Red channel, 547/618 nm; stronger effect = higher value | max dye-equivalent concentration, M | hit rate 0.06% among 59,000 | AID 587; in the data active = max dye-equivalent concentration above about 10 nM; inconclusive = between about 1.1 nM and that limit
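Pin-transferred compounds and Texas Red standards go into 100 mM Tris buffer, pH 8.0. After 15 min at room temperature, plates are imaged with 547/618 nm filters. Each value is a dye-equivalent concentration derived from the per-plate dye curve.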
ERK AVP inh: blocks ERK signaling stimulated by vasopressin; Potency, µM (doses to about 57.5 µM), inactives show top-dose activity, negative = inhibition, usual class: inhibitors; AID 995; hit rate 0.99% among 72,000; HEK293-V1b, vasopressin-stimulated pERK AlphaScreen; also: potency is read from the fitted curve at half-maximal effect; % is scaled to controls: 0 for no effect and ±100 for the full control effect; nearly all actives have a fitted effect of over 55% in size
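Phosphorylated ERK1/2 detected via AlphaScreen bead proximity in lysates of V1b-expressing HEK293 cells given 25 nM vasopressin for 5 min after 30 min compound exposure (37 °C). AC50 from Hill equation; basal DMSO 0%, vasopressin 100%.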
Casp7 inh: allosteric or competitive inhibitors of human caspase-7. P55210. recombinant caspase-7, Ac-DEVD-AFC fluorescence rate. Potency, µM (titrated, usually from 57.5 µM), without a hit: at the highest dose activity change, negative = inhibition, hits mostly inhibitors. hit rate 0.02% among 75,000; active = well fitted inhibition curve with a large enough effect in the main read-out, with a control signal flat, not every such curve was filed as active; inconclusive = small, poorly fitted or top-dose-only effect, or a change in a side signal; also: potency is read from the fitted curve at half-maximal effect; % of control where 0% means no effect
Target sequence (P55210 24-198 limits assumed): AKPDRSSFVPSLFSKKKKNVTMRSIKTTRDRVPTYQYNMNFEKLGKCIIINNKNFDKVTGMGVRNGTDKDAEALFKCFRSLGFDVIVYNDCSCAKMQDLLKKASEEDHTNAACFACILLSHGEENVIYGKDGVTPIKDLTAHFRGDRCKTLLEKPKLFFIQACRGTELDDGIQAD
Target sequence (P55210 207-303 limits assumed): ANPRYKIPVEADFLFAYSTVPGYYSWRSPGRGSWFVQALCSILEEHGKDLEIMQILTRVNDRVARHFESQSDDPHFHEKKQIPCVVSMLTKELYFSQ
Fluorescein fluor: fluorescein region autofluorescence; Compound autofluorescence, 480/540 nm, fluorescein-equivalent; stronger effect = higher value; hit rate 0.91% among 59,000; max fluorescein-equivalent concentration, M; in the data active = max fluorescein-equivalent concentration above about 10 nM; inconclusive = between about 1.1 nM and that limit
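Library compounds, added at multiple concentrations to pH 8.0 Tris buffer (100 mM), incubate 15 min at room temperature before CCD imaging at 480 nm excitation and 540 nm emission.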
Casp1 inh: allosteric or competitive inhibitors of human caspase-1 | P29466 | Caspase-1 enzyme, Ac-WEHD-AFC fluorogenic rate | Potency, µM (doses to about 57.5 µM), for inactives: at the top dose activity change, negative = inhibition, hits mostly inhibitors | hit rate 0.03% among 75,000 | AID 900;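 also: potency is read from the fitted curve at half-maximal effect; plate controls were vehicle for no effect and no substrate for full effect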
Target sequence (P29466 120-297 limits assumed): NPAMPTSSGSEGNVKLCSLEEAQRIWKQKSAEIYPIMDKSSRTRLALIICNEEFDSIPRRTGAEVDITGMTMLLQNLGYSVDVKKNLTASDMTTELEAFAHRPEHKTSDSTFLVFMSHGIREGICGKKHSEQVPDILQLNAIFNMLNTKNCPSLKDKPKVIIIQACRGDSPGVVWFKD
Target sequence (P29466 317-404 limits assumed): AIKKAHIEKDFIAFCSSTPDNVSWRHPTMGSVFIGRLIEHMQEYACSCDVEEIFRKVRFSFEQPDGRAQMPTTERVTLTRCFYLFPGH
Rhodamine autofl: rhodamine region autofluorescence | Rhodamine-region fluorescence, 547/598 nm, Tris buffer; stronger effect = higher value | max dye-equivalent concentration, M | hit rate 0.05% among 59,000 | AID 594; in the data active = max dye-equivalent concentration above about 11 nM; inconclusive = between about 1.1 nM and that limit
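Intrinsic compound fluorescence, ex 547 / em 598 nm, CCD imager. Tris 100 mM pH 8.0; 15 min RT. Output = rhodamine dye-equivalent concentration at each compound concentration.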
Luciferase inh: firefly luciferase inhibition; purified firefly luciferase, luminescence, 8 min; AID 411; P08659; Potency, µM (top dose mostly 57.1 µM), inactives show at the highest dose activity change, negative = inhibition, most hits filed as inhibitors; hit rate 2.2% among 72,000; also: potency is read from the fitted curve at half-maximal effect; % is scaled to controls: 0 for no effect and ±100 for the full control effect; nearly all actives have a fitted effect of over 40% in size
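Compounds were tested as concentration series (qHTS) against purified P. pyralis luciferase with luciferin and 10 uM ATP in 50 mM imidazole pH 7.2, 50 mM KCl, 7 mM MgCl2, 0.01% Tween 20, 0.05% BSA. Luminescence was read after 8 min at ambient temperature.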
An asterisk follows results filed as active; i = inactive; ? = inconclusive; . = not tested or not shown; [ ] = dose if it differs, or a comment. Unless noted, calls follow the shape of the dose curve; as a rule, active = well fitted curve in the direction sought with a large enough effect; inconclusive = small, poorly fitted or top-dose-only effect, or another doubt; inactive = no such curve, though single readings can be large; an effect the other way counts as inactive or inconclusive.

molecule | Texas Red fluor | Casp1 inh | USP2a inhib | Tau fil binding | HEK293 cAMP cs | Rhodamine autofl | Casp7 inh | Luciferase inh | ERK AVP inh | Fluorescein fluor | HADH2 inh
C[C@@H](C(=O)NCCF)[C@H]1C[C@]1(C)[C@H](NC(=O)OCc1ccccc1)c1ccccc1 | . | 1% | . | -10% | 16µM* | . | 1% | . | 3% | . | 2%
c1ccc(CCNc2ncnc3c2cnn3-c2ccccc2)cc1 | i | 1% | 18% | ? | ? | i | -1% | 1% | 14% | i | 4%
COc1cc2nc(-c3cccs3)oc(=O)c2cc1OC | ? | 1% | -2% | -2% | 1% | i | 3% | 1% | ? | i | -25%
CCN1CCCC1CNC1=NCCCCC1 (configuration not stated) | i | -3% | -4% | -1% | 0% | i | -2% | 3% | 9% | ? | 3%
CCC1C2CN(C(C)=O)CC=C2C(C#N)=C(N)C1(C#N)C#N (configuration not stated) | i | -20% | -6% | 26% | 5% | i | -13% | 1% | -1% | ? | 19%
Cc1ccc(NC(=O)c2ccco2)c(NC(=O)CN2C(=O)c3ccccc3C2=O)c1 | i | 1% | 2% | -2% | 2% | i | 0% | -1% | -11% | i | 20%
Fc1cccc(-c2cc3nc4c(c(N5CCN(c6cnccn6)CC5)n3n2)CCCC4)c1 | i | 2% | -2% | -4% | -2% | i | -1% | -11% | 3% | i | -2%
CCCC(C(=O)NCc1ccco1)N(C(=O)CNS(=O)(=O)c1ccccc1)C1CCCC1 (configuration not stated) | i | 2% | 7% | -19% | 3% | i | 0% | 0% | -3% | i | 3%
CCCCCC(=O)Nc1ccccc1N1CCN(c2ccccc2)CC1 | i | -3% | . | -10% | ? | i | 0% | 2% | 5% | i | -6%
CS(=O)(=O)NCc1nnc(SCC(=O)NC2CCCCC2)n1-c1ccc(F)cc1 | i | 2% | 11% | -1% | 7% | i | -1% | -1% | 1% | ? | 8%
CCOc1ccc(S(=O)(=O)N2CCN(C)CC2)c(C)c1C | i | -1% | 15% | 2% | 26% | i | -5% | 1% | -6% | i | 2%
O=C(Nn1cnc2ccccc2c1=O)c1ccccc1Cl | i | 2% | 1% | -2% | 3% | i | 2% | 1% | 7% | i | -4%
Cc1ccc(C)c(NC(=O)CSc2nnc(-c3ccccc3C)o2)c1 | i | -1% | -9% | 236% | ? | i | 3% | 2% | -5% | i | -9%
N#Cc1cccc(-c2nccc(NCc3cccs3)n2)c1 | i | -8% | 3% | 11% | 8% | i | -5% | -1%[2.29 µM] | ? | i | 9%
O=C(C1CC1)N(CCc1ccccc1)Cc1nc2ccccc2c(=O)[nH]1 | i | -1% | . | -1% | ? | i | 2% | 1% | -25% | i | -1%
COC(=O)Nc1ccc(Oc2ccccc2)cc1 | i | -1% | -2% | -15% | 1% | i | -1% | -3% | -1% | i | -5%
Cc1cn(CC[C@H](N)C(=O)O)c(=O)[nH]c1=O | ? | 1%[11.5 µM] | . | 6%[11.4 µM] | 21%[11.4 µM] | i | 1%[11.5 µM] | 2%[11.4 µM] | -7%[11.5 µM] | i | 5%[11.4 µM]
C=CCc1ccc(O)c(OC)c1 | . | 3% | -4% | 2% | 23% | . | 2% | . | 0% | . | -9%
COc1ccc(C2CC(c3ccc(F)cc3)Nc3nc(N)nn32)cc1OC (configuration not stated) | . | -4% | . | 8% | -2% | . | -4% | 0% | -8% | . | 1%
Cc1nn2c3c(cnc2c1-c1ccccc1)C(=O)CC(c1ccco1)C3 (configuration not stated) | i | 1% | -4% | 11% | -3% | i | 0% | 1% | -1% | ? | 0%
O=C(Nc1cnn(C23CC4CC(CC(C4)C2)C3)c1)c1cnn2cccnc12 | i | 0% | 19% | -5% | 8% | i | 0% | 2.5µM* | -25% | ? | -3%
COC(=O)[C@@]1(Cc2ccc(F)cc2)[C@H]2c3cc(C(=O)N4CCCC4)n(Cc4c(CO)[nH]cc(C)c4=O)c3C[C@H]2CN1C(=O)c1ccccc1 | . | 0% | . | 1% | 4%[0.457 µM] | . | 1% | . | -2% | . | -7%
Cc1cc(C)c2[nH]c(=O)c(CN(C(=O)C3CCCO3)C3CCCC3)cc2c1 (configuration not stated) | i | 1% | 1% | 6% | 6% | i | 3% | 4% | -10% | i | -14%
O=C1NC(c2ccccc2)C(C(=O)c2cccs2)=C1O (configuration not stated) | i | -2% | -2% | -10% | 0% | i | -1% | 0% | 5% | ? | -15%
Cc1ccccc1-c1nnc(SCc2ccc(F)cc2)o1 | i | -4% | -6% | -7% | 23% | i | -2% | -2% | 79%[activator] | i | ?
CCOc1cc(CNCC2CCCO2)cc(Br)c1OCC(N)=O (configuration not stated) | i | -2% | 4% | 2% | 0% | i | -1% | 1% | -17% | i | -2%
O=C(c1ccccc1)N1CCN(c2ccc(NCc3ccc4c(c3)OCO4)cc2)CC1 | . | 0% | . | 32µM* | 7% | . | -3% | 1% | 20µM* | . | -9%
Cc1ccc(C)c(Cn2c(=O)n(CCCC(=O)NCc3ccco3)c(=O)c3ccccc32)c1 | ? | 1% | -11% | 13% | ? | i | -1% | 2% | -3% | ? | 1%
O=c1oc2ccccc2n1Cn1c(=O)oc2ccccc21 | i | -1% | 2% | 12% | 27% | i | 2% | 3% | 23% | i | -1%
Cc1noc(NS(=O)(=O)c2ccc(NC(=O)CSc3nc4c(cc3C#N)CCCC4)cc2)c1C | . | -3% | . | 0% | -2% | . | -2% | 2% | -13% | . | ?
CCC(C)NC(=O)CC(c1ccc(OC)cc1)n1cccc1 (configuration not stated) | i | 0% | 8% | 2% | 13% | i | 2% | 0% | 11% | i | -1%
Cc1nnc(NC(=O)CSc2nnc(CNC(=O)c3ccccc3)n2-c2ccccc2)s1 | . | -4% | . | -9% | -3% | . | -1% | 3% | . | . | -1%
CCC(CC)C(=O)NCCc1ccc(S(N)(=O)=O)cc1 | i | -1% | -7% | 6% | 1% | i | 0% | 5% | -12% | i | -6%
CCC(Sc1ccc(C(=O)O)cc1)C(=O)O (configuration not stated) | i | 0% | 0% | -8% | 0% | i | 0% | 1% | -14% | i | -28%
COc1ccccc1-c1cc(C(F)(F)F)nc(N2CCN(c3ccc(F)cc3)CC2)n1 | i | 2% | -2% | 2% | 29% | i | 0% | -1% | 14% | ? | 5%
COc1ccc(N2C(=O)[C@@H]3Cc4ccccc4CN3C2=O)cc1 | i | 0% | 0% | 12% | 2% | i | -1% | -2% | 0% | ? | 16%
O=C(OCn1nnc2ccccc2c1=O)C1COc2ccccc2O1 (configuration not stated) | i | 1% | 5% | 7% | -17% | i | -1% | 5% | 3% | ? | 2%
N#CC1=C(N)OC2=C(C(=O)CCC2)C1c1ccc(OC(=O)N2CCOCC2)cc1 (configuration not stated) | i | -4% | -12% | 4% | 3% | i | -1% | 1% | -19% | i | 6%
COc1ccc(C2N=C(N)N=C(N)N2c2ccccc2)cc1OC (configuration not stated) | i | -2% | -4% | 2% | 2% | i | -11% | 1% | -5% | ? | 0%
CCOc1ccc(C(=O)Nn2cnnc2)cc1 | . | -1% | 0% | -8% | 8% | . | -1% | -7% | -26% | . | 4%
CC(C(=O)OCn1nnc2ccccc2c1=O)N1C(=O)c2ccccc2C1=O (configuration not stated) | i | -7% | -3% | 26% | 9% | i | -6% | 3% | 4% | ? | 14%
COCNc1nc(OCC#N)nc(N(C)C)n1 | i | -1% | . | -10% | -4% | i | 2% | 6% | 6% | i | -5%
N#Cc1nc(-c2ccco2)oc1N1CCC(C(N)=O)CC1 | i | -1% | -4% | -13% | -1% | i | -1% | 1% | -9% | i | 25µM*
COc1cccc(N(CC(=O)NC(C)c2ccccc2)S(C)(=O)=O)c1 (configuration not stated) | . | -2% | 5%[7.66 µM] | 22%[11.4 µM] | 13%[11.4 µM] | . | 0% | -1% | -1% | . | -6%[11.4 µM]
Cc1cc(SCC(=O)NC(=O)NCc2ccco2)nc2c(C)cccc12 | i | -5% | 58%[activator] | 15% | 15% | i | -6% | 1% | 27% | i | ?
Cc1cc(C)c2nc3c(c(C(=O)O)c2c1)CCC3 | i | -5% | . | -6% | 12% | i | 0% | 2% | -2% | i | -15%
CN(CC(=O)N1CC=C(c2ccccc2)CC1)S(=O)(=O)c1cnc[nH]1 | i | 2% | -7% | 4% | 4% | i | -1% | 0% | 2% | i | -4%
COc1ccc(NS(=O)(=O)c2ccc(N)c(C(=O)O)c2)cc1 | i | 0% | -5% | 2% | 5% | i | -1% | 2% | 13% | i | -4%
Cc1ccc(S(=O)(=O)NCCn2c(C)cc3ccccc32)cc1 | ? | ? | 35%[activator] | 66% | 8% | i | -20% | -3% | -1% | ? | -3%
O=C1NCCCc2nc(Oc3ccccc3)sc21 | . | 4% | -4% | -14% | ? | . | 0% | 1% | -8% | . | 5%

This is a subset (hit frequency here may not be typical).
